# ADAM17 inh: ADAM17 inhibition, QFRET primary screen; P78536; recombinant ADAM17, EDANS/DABCYL FRET peptide cleavage; inhibition, % at 6.95 µM; 0.83% of 370,000 active;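 active = inhibition above the mean of compounds lying between control limits plus 3 SD, set per campaign, cut at about 8.5% in these data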;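 note: 0% = DMSO-only wells as the low control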
# ssDAF12 agonist: S. stercoralis DAF-12 activation, primary screen; HEK293 ssDAF-12/GRIP1 lit1-tk-luc reporter, luminescence; % of 3 µM dafachronic acid response; 1% of 370,000 active; activation, % at 6.8 µM;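 active = activation above the mean over all tested compounds plus 3 SD, cut at about 0.9% in these data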;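 note: 0% = DMSO-only wells and 100% = 3 µM delta7-dafachronic acid wells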
# DAX1 inh-1: DAX1 (NR0B1) inhibition, primary screen. inhibition, % at 6.8 µM. HEK293T StAR-luciferase reporter, SF-1/DAX-1 repression relief. 1.1% of 370,000 active. AID 652010;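 active = inhibition above the mean over all tested compounds plus 3 SD, cut at about 3.6% in these data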;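 note: 0% = DAX-1 cells with DMSO and 100% = cells lacking DAX-1 with DMSO; higher inhibition means more luminescence from relief of DAX-1 repression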
# hcDAF12 agonist: H. contortus DAF-12 activation, primary screen; AID 652067; 1.4% of 370,000 active; HEK293 hcDAF-12 lit1-tk-luc reporter, luminescence; 0% DMSO, 100% Δ7-dafachronic acid; activation, % at 6.8 µM;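 active = activation above the mean of all tested compounds plus 3 SD, cut at about 5.5% in these data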;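 note: 100% = response to 3 µM Δ7-dafachronic acid high control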
# ADAM10 inh: ADAM10 inhibition, QFRET primary screen | O14672 | recombinant ADAM10, EDANS/DABCYL FRET peptide cleavage, 3 h | inhibition, % at 7 µM | 0.62% of 370,000 active;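 active = inhibition above a per-campaign cutoff equal to the mean of compounds falling between control-based bounds plus 3 SD, cut at about 20% in these data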;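 note: 0% = DMSO wells while the 100% control is not disclosed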
# HGIII-sPLA2 inh: Inhibits HGIII-sPLA2 liposome hydrolysis, primary screen; AID 743126; QFRET BODIPY PC-A2 liposome hydrolysis, fluorescence; Q9NZ20; 0.56% of 370,000 active; inhibition, % at 12.2 µM;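 active = inhibition above mean plus 3 SD of compounds lying within the high and low control bounds, cut at about 19% in these data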;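 note: 0% = median of test compound wells and 100% = no enzyme DMSO wells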
# Target sequence (Q9NZ20 whole entry, looked up): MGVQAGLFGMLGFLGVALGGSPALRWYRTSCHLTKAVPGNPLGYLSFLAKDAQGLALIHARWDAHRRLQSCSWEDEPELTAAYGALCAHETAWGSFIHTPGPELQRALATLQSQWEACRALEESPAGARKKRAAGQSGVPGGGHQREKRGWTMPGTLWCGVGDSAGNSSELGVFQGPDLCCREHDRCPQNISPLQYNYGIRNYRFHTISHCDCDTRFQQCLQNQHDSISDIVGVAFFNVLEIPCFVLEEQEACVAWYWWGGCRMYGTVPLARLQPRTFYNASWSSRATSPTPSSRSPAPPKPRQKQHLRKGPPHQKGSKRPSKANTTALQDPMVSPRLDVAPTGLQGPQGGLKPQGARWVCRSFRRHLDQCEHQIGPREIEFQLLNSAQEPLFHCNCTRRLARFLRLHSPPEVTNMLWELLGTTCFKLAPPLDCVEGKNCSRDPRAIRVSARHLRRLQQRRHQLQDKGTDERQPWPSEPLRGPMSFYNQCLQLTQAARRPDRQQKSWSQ
# hgDAF-12 ag: activates the H. glycines DAF-12 receptor ligand-binding domain; HEK293 GAL4-hgDAF12 UAS-luciferase reporter, agonist luminescence; normalized to butyrate control; activation, % at 6.8 µM; 1.8% of 370,000 active;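 active = activation above a cutoff set at the mean of all screened compounds plus 3 SD, cut at about 10% in these data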;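 note: 0% = DMSO wells and 100% = sodium butyrate wells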
# PLC-beta3 inh: inhibitors of human phospholipase C beta3 | 0.18% of 370,000 active | inhibition, % at 12.2 µM | Purified PLC-beta3, fluorogenic substrate, fluorescence | Q01970 | AID 720704; in the data active = inhibition above about 11%;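 note: 0% = median of compound wells on plate and 100% = full blocker control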
# PLCg1 inh: PLC-gamma1 (human) inhibition, primary screen; purified PLC-gamma1, fluorogenic substrate, fluorescence; inhibition, % at 12.2 µM; 0.84% of 370,000 active; in the data active = inhibition above about 9.5%
# DAX1 inh-2: inhibits human nuclear receptor DAX1 | HEK293 Gal4-DAX1 luciferase reporter, luminescence | inhibition, % at 6.75 µM | 0.99% of 340,000 active | AID 504766;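 active = inhibition above the mean over all tested compounds plus 3 SD, cut at about 4.2% in these data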;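 note: 0% = DAX1-transfected cells with DMSO and 100% = empty-vector control cells with DMSO; inhibition shows as a rise in luminescence from relieved DAX1 repression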
# Target sequence (P51843 207-470 limits assumed): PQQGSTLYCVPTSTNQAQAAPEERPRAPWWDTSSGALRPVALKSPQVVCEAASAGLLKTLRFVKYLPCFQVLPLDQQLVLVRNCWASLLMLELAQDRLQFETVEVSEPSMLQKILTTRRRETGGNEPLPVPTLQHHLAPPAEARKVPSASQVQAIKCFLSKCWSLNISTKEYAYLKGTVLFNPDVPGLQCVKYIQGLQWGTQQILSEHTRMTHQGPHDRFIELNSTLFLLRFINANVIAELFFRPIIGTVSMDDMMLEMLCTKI
# FXN GAA850 act: increases GAA850 frataxin promoter reporter activity; AID 540364; HEK293 lucGAA850 FXN promoter luciferase reporter, 24 h; percent of 10 µM SAHA response; activation, % at 6 µM; 0.56% of 360,000 active;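 active = activation above the average of all compounds screened plus 3 SD, cutoff fixed separately per campaign, cut at about 7.5% in these data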;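 note: 0% = DMSO wells and 100% = 10 µM SAHA wells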
# * hit, by the source's call; i = inactive; . = no result given.
SMILES,ADAM17 inh,ssDAF12 agonist,DAX1 inh-1,hcDAF12 agonist,ADAM10 inh,HGIII-sPLA2 inh,hgDAF-12 ag,PLC-beta3 inh,PLCg1 inh,DAX1 inh-2,FXN GAA850 act
CCCN=C(C)c1c(-c2ccccc2)[nH]n(-c2nc3ccccc3s2)c1=O,1,-1.0,-0.1,-1.5,3,5,-3.3,4,1,1.1,0.5
CCC1CCCCN1C(=S)Nc1ccc(S(=O)(=O)Nc2ncccn2)cc1 (stereo not given),-2,-1.0,-1.6,-1.2,1,1,2.2,-3,-2,0.4,3.3
CCOC(=O)c1c(NC(=O)CN2CCCCC2)sc2c1CCC(C=O)=C2Cl,-3,-0.8,0.0,0.5,-17,-11,-1.4,-21,-19,0.3,-2.1
O=C(NCC1CCCO1)C(=O)NCC(c1ccco1)N1CCN(c2ccccc2F)CC1 (stereo not given),-1,-1.1,-0.8,-4.5,1,-3,-0.6,0,2,0.6,0.1
CN(C)S(=O)(=O)c1ccc(C(=O)Nc2ccccn2)cc1,-4,-1.0,1.8,0.2,0,3,11*,2,-1,0.8,4.4
Cc1ccc(-c2ccc(CN3C(C(C)C)C(=O)N(Cc4cn(CCC5OCCCO5)nn4)CCS3(=O)=O)cc2)cc1 (stereo not given),3,-1.3,-0.1,-1.3,12,-11,-9.4,-4,-2,-0.8,2.9
O=C(NCCc1ccccc1)C(=O)NCC1OCCN1S(=O)(=O)c1ccc(Cl)cc1 (stereo not given),-4,-1.3,-0.5,-1.4,-8,13,4.0,-8,0,0.9,0.1
O=C(Nc1nccs1)c1cncc(Br)c1,-2,-0.1,6.3*,7.9*,-2,0,15*,-2,0,1.1,3.2
C[C@H](O)[C@@H]1C(=O)N2CCc3c([nH]c4ccccc34)[C@@H]2C[C@@H]1N(C)C(=O)OCc1ccccc1,-77,-0.6,-1.0,-0.1,-307,-23,7.1,-95,-79,.,.
CCCCN(CC)C(=O)Cn1cnc2sc(C)c(S(=O)(=O)N3CCC(C)CC3)c2c1=O,1,-0.5,-0.3,0.8,-7,-6,-0.3,-2,2,0.5,-0.4
CCCCn1c(N)c(N(CC(C)C)C(=O)c2ccc(Br)o2)c(=O)[nH]c1=O,-2,-0.5,0.5,0.1,-9,8,0.7,-12,0,0.6,-0.5
Cc1ccc(C)c(NC(=O)CN(C)C(=O)c2ccc3ncsc3c2)c1,-2,-0.6,2.4,0.3,-15,6,-1.2,-1,0,4.0,0.3
CCC(=O)NC1(C(F)(F)F)C(=O)Nc2c1c(=O)[nH]c(=O)n2CC(C)C (stereo not given),-1,-1.1,0.5,1.4,4,-4,0.2,-7,2,-1.0,0.3
COc1ccc(CCN=C(N)NS(=O)(=O)c2ccc(OC)cc2)cc1,-4,-1.3,-0.8,-1.6,-3,1,-0.1,2,-1,-0.6,-0.9
Cc1noc(C)c1CSc1nc2sc(C)c(C)c2c(=O)n1C1CCCC1,-6,-1.2,0.3,-1.1,-6,8,1.6,3,0,2.2,5.6
O=C(O)C1CC(=O)N(c2ccc(F)c(F)c2)C1 (stereo not given),2,-1.4,0.1,-2.1,4,2,-0.8,4,6,1.1,2.2
c1ccc(COC2CCCN(Cc3nc(-c4cnccn4)no3)C2)cc1 (stereo not given),-2,-1.8,1.2,-1.1,6,4,-1.8,-3,4,-0.6,2.6
COc1ccc(-c2csc3nc(C(C)C)oc(=O)c23)cc1OC,-3,-0.7,0.2,-0.8,-5,0,-1.5,-1,1,1.1,0.5
O=C(NC(=S)Nc1cccc2c(O)cccc12)c1ccccc1[N+](=O)[O-],2,0.0,-1.2,-0.4,0,-1,0.4,-4,7,0.2,-0.8
COc1cc(NC(=O)c2[nH]c(C)c(C(C)=O)c2C)cc(OC)c1OC,-1,-1.1,0.1,0.5,1,-2,-0.2,-10,2,0.3,-0.6
O=C(O)CSc1nnnn1C1CCCCC1,-4,-0.2,0.1,-1.5,-6,4,-3.1,2,1,0.2,0.8
COc1ccc(C(C)(O)c2nc(-c3cnc4ccccc4c3)cs2)cc1 (stereo not given),8,-0.9,-0.4,-2.8,17,-26,-1.2,-1,-1,.,0.3
Cc1nn(-c2ccccc2)c2nc(N)c(C(N)=O)cc12,-264,-0.6,0.1,0.1,i,6,-2.0,-488,-388,-0.2,2.3
Clc1ccccc1CN1CCSCC1,-2,-1.3,-0.2,-0.4,10,3,0.8,3,5,1.0,0.5
Cn1c(=O)oc2cc(S(=O)(=O)Nc3ccc4c(c3)OCO4)ccc21,0,-0.6,0.1,0.8,0,-3,-0.3,-7,-4,1.7,0.2
CCCc1cc2c(=O)c(-c3cscn3)c(C(=O)OCC)oc2cc1O,-1,-0.9,0.8,2.0,11,4,2.4,-16,-19,0.2,1.8
Cn1cccc1C(=O)N/N=C/c1c(Cl)cccc1Cl,-4,0.6,2.4,5.9*,-5,12,13*,0,-2,3.3,3.7
CC(=O)NC1=NN(C(C)=O)C(C)(c2ccc3ccccc3c2)S1 (stereo not given),3,-1.0,-0.3,-0.9,3,8,0.3,-1,-2,0.1,-2.3
Cc1cc(=O)n2[nH]c(SCc3ccccc3Cl)nc2n1,3,-1.1,-0.2,0.5,-1,-2,2.3,0,-2,-0.4,2.1
COc1ccc(-c2nnc(SCC(=O)Nc3cccc4ccccc34)n2Cc2ccco2)cc1,2,-0.1,-1.9,0.3,3,-8,1.9,0,3,.,.
c1ccc(-c2nc3ccccn3c2NCc2ccc3c(c2)OCO3)cc1,-137,-0.9,0.0,-0.4,i,11,6.2,i,i,-1.1,1.5
COc1ccccc1OCc1nnc(SCC(=O)Nc2ccc(C)cc2)n1C,-2,-0.6,-0.2,-1.1,10,-7,0.9,-1,3,0.9,-1.3
CC(C)C(=O)Nc1ccc2c3c(cccc13)CC2,-3,-1.6,0.0,-0.6,-13,2,-2.7,-1,0,-0.5,-3.0
Cc1cc2oc(C(=O)Nc3ccc(S(N)(=O)=O)cc3)c(C)c2cc1Cl,-6,-1.2,-0.2,-1.8,-1,0,0.3,-2,-3,-2.0,0.6
Cc1ccc2oc(-c3cccc(N)c3)nc2c1,-198,2.5*,6.4*,14*,i,-2,23*,i,-415,0.2,3.9
CCOC(=O)c1nnn(-c2nonc2N)c1-c1ccc(F)cc1,2,-1.3,-0.6,-1.3,4,-4,-0.6,5,-3,0.2,-0.9
COc1cc(C(=O)NC(=S)Nc2ccc(Cl)c(C(=O)O)c2)cc(OC)c1OC,-1,-1.0,-0.6,-0.2,-3,0,-0.7,2,-10,0.3,-0.9
CCNS(=O)(=O)c1ccc(NC(=O)c2ccccc2)cc1,1,-1.8,-0.3,-2.3,9,5,-1.1,4,5,1.1,1.8
CC(=O)[C@@H]1[C@@H](C(=O)c2ccccc2)[C@]2(C(=O)Nc3ccccc32)[C@H]2C=Cc3cc(F)ccc3N12,7,-0.6,-1.1,4.6,5,-15,-1.9,-28,-23,0.8,3.7
COc1ccc(NC(=O)c2cc3cc(OC)ccc3oc2=N)cc1,-27,-0.5,-0.6,-1.2,-93,10,-0.5,-145,-132,0.8,0.1
CCOc1ccc(OCC(=O)N(CCC2=CCCCC2)c2c(N)n(Cc3ccccc3)c(=O)[nH]c2=O)cc1,-2,-1.2,1.0,-0.1,-14,15,-0.9,-10,1,1.5,-2.5
CC[n+]1c(/C=C2/C=C(C)CC(C)(C)C2)sc2ccc(OC)cc21,1,-1.5,-1.4,-3.2,8,-3,0.0,-6,-2,-1.9,-0.2
CS(=O)(=O)N(CC(=O)Nc1ccccc1Sc1ccccc1)c1ccc(F)cc1,4,-1.8,-1.0,-0.9,16,-31,1.1,1,-1,0.3,0.9
O=C(Nc1ccc(OC(F)F)c(Cl)c1)Nc1ccc2c(c1)OCO2,1,-1.3,0.6,-1.7,9,-6,8.7,2,2,1.0,1.2
Cc1ccc(NC(=S)NNC(=O)c2cnccn2)cc1,0,-1.3,-0.9,-1.6,-4,30*,-0.6,1,-1,.,.

# Ordered by the number under hcDAF12 agonist (rising): three from the list above
Molecule | ADAM17 inh | ssDAF12 agonist | DAX1 inh-1 | hcDAF12 agonist | ADAM10 inh | HGIII-sPLA2 inh | PLC-beta3 inh | PLCg1 inh | DAX1 inh-2
CCNS(=O)(=O)c1ccc(NC(=O)c2ccccc2)cc1 | 1 | -1.8 | -0.3 | -2.3 | 9 | 5 | 4 | 5 | 1.1
Cc1ccc(NC(=S)NNC(=O)c2cnccn2)cc1 | 0 | -1.3 | -0.9 | -1.6 | -4 | 30* | 1 | -1 | .
CCOc1ccc(OCC(=O)N(CCC2=CCCCC2)c2c(N)n(Cc3ccccc3)c(=O)[nH]c2=O)cc1 | -2 | -1.2 | 1.0 | -0.1 | -14 | 15 | -10 | 1 | 1.5

# (continued)
SMILES,ADAM17 inh,ssDAF12 agonist,DAX1 inh-1,hcDAF12 agonist,ADAM10 inh,HGIII-sPLA2 inh,hgDAF-12 ag,PLC-beta3 inh,PLCg1 inh,DAX1 inh-2,FXN GAA850 act
COc1cc(/C=N/NC(=O)C(=O)N2CCCCCC2)ccc1O,-1,-0.4,-1.2,-1.2,4,2,0.8,1,6,2.2,0.4
CCOC(=O)c1sc2ncn(CC(=O)Nc3cc(C)on3)c(=O)c2c1C,-5,-1.5,0.4,-0.8,-20,11,1.0,-11,-6,1.0,0.9
OC1(CC#CCN2CCCCC2)c2ccccc2-c2ccccc21,-3,-1.1,0.1,-0.3,2,-6,-1.2,-8,1,-0.4,-0.6
O=C(NCCc1c[nH]c2ccccc12)C(=O)NCC(c1ccco1)N1CCN(c2ccccc2)CC1 (stereo not given),-1,-1.0,-0.5,-1.4,-2,-19,1.9,0,-3,0.5,1.1
Cc1cc2c(nn1)CCc1c-2no[n+]1[O-],6,-1.3,0.8,-0.2,7,0,-0.4,-4,4,3.8,-1.3
Cc1cccc(OCC(=O)NC2CCCc3ccccc32)c1C (stereo not given),1,-1.5,-0.3,-0.6,3,-11,0.8,-3,-1,-0.4,0.2
CCC(=O)NCCc1nc2cc(NC(=O)c3ccc(Cl)cc3)ccc2n1C,1,-0.9,1.1,3.1,8,-3,9.7,2,0,-0.1,5.0
CC1(C)CC(=O)C2=C(C1)Nc1nc(SCCN3CCOCC3)[nH]c(=O)c1C2c1cccs1 (stereo not given),-17,-1.1,-0.2,0.1,-45,-2,-0.9,-59,-48,-0.1,0.8
Cc1nn(CC(=O)NCCN2CCOCC2)c(C)c1[N+](=O)[O-],0,-0.9,0.2,-1.0,1,-2,-2.8,2,2,2.1,-0.1
CCCCOC(=O)Nc1nc2ccccc2s1,1,-0.1,2.9,2.9,1,5,7.8,2,2,1.3,2.9

# An excerpt from above in order of count of non-hydrogen atoms, ascending.
SMILES,ADAM17 inh,ssDAF12 agonist,DAX1 inh-1,hcDAF12 agonist,ADAM10 inh,HGIII-sPLA2 inh,hgDAF-12 ag,PLC-beta3 inh,PLCg1 inh,DAX1 inh-2,FXN GAA850 act
Cc1nn(CC(=O)NCCN2CCOCC2)c(C)c1[N+](=O)[O-],0,-0.9,0.2,-1.0,1,-2,-2.8,2,2,2.1,-0.1
CCOC(=O)c1sc2ncn(CC(=O)Nc3cc(C)on3)c(=O)c2c1C,-5,-1.5,0.4,-0.8,-20,11,1.0,-11,-6,1.0,0.9
CC1(C)CC(=O)C2=C(C1)Nc1nc(SCCN3CCOCC3)[nH]c(=O)c1C2c1cccs1 (stereo not given),-17,-1.1,-0.2,0.1,-45,-2,-0.9,-59,-48,-0.1,0.8
